TbPYK inhibitor – T. brucei pyruvate kinase inhibition. TbPYK enzyme, Kinase-Glo Plus ATP luminescence, 45 min. Potency, µM (doses to about 76.8 µM), for the others: at the top dose activity, negative = inhibition, usual class: inhibitors. 0.12% of 410,000 active. Q57TT1; active means well fitted inhibition curve with a large enough effect; further: nearly all actives have a fitted effect of over 50% in size
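Luminescent Kinase-Glo Plus end-point after 45 min room-temperature reaction of T. brucei pyruvate kinase started with 130 uM ADP (final). Buffer TEA 50 mM pH 7.2 with KCl, MgCl2, BSA, Tween-20; titration-based qHTS with fitted concentration-effect curves.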
The depositor's hits bear a star; [ ] = remark or other dose. On the % scale 0 is the no-effect control and ±100 the full control effect; potency means the concentration at half of the fitted maximal effect. Some of the compounds tested, so the mix of outcomes need not match the whole.

Start of the listing, in advance (6 entries):
What do the screens show for `O=C(CCN1CCN(c2ccccc2)CC1)NNC(=O)c1ccccc1`?
TbPYK inhibitor: 2%

What do the screens show for `CC1(C(=O)NCc2ccccc2Br)CCN1Cc1ccc(-c2ccccn2)cc1` (stereo unspecified)?
TbPYK inhibitor: -3%

What do the screens show for `C[C@H]1CN([C@@H](C)CO)C(=O)c2cc(Br)cnc2O[C@@H]1CN(C)S(=O)(=O)c1ccccc1`?
TbPYK inhibitor: -8%

How did COCCCN1C(=O)C(CC(=O)NCc2ccco2)CC(C(=O)N2CCOCC2)=C1C (stereo unspecified) do in these assays?
TbPYK inhibitor: -4%

What do the screens show for `COc1ccc(C(c2nnnn2C(C)(C)C)N2CCC3(CC2)C(=O)NCN3c2ccccc2)cc1` (stereo unspecified)?
TbPYK inhibitor: 1%

Results for O=C(Nc1cccc(Cl)c1)c1csc([C@H]2C[C@H](O)[C@@H](CO)O2)n1 ?
TbPYK inhibitor: -4%

The listing, previewed entries included:
What do the screens show for `O=C(CCN1CCN(c2ccccc2)CC1)NNC(=O)c1ccccc1`?
TbPYK inhibitor: 2%

What do the screens show for `CC1(C(=O)NCc2ccccc2Br)CCN1Cc1ccc(-c2ccccn2)cc1` (stereo unspecified)?
TbPYK inhibitor: -3%

What do the screens show for `C[C@H]1CN([C@@H](C)CO)C(=O)c2cc(Br)cnc2O[C@@H]1CN(C)S(=O)(=O)c1ccccc1`?
TbPYK inhibitor: -8%

How did COCCCN1C(=O)C(CC(=O)NCc2ccco2)CC(C(=O)N2CCOCC2)=C1C (stereo unspecified) do in these assays?
TbPYK inhibitor: -4%

What do the screens show for `COc1ccc(C(c2nnnn2C(C)(C)C)N2CCC3(CC2)C(=O)NCN3c2ccccc2)cc1` (stereo unspecified)?
TbPYK inhibitor: 1%

Results for O=C(Nc1cccc(Cl)c1)c1csc([C@H]2C[C@H](O)[C@@H](CO)O2)n1 ?
TbPYK inhibitor: -4%

How did CCOC(=O)C1=CCN(S(=O)(=O)c2ccc(C)cc2)C1c1cccc(Br)c1 (stereo unspecified) do in these assays?
TbPYK inhibitor: 3%

What do the screens show for `CN1CCN(C2CN(CCc3ccccc3)S(=O)(=O)C2)CC1` (stereo unspecified)?
TbPYK inhibitor: -1%

What do the screens show for `CC(C)c1cccc(-c2csc(C(C)(O)c3ccc(F)c(F)c3)n2)c1` (stereo unspecified)?
TbPYK inhibitor: -7%

Results for CCOc1ccc(CCN2C(=S)N([C@@H](Cc3ccc(O)cc3)CN3CCC[C@@H]3CN3C(=S)NC[C@@H]3CC(C)C)C[C@@H]2Cc2ccccc2)cc1 ?
TbPYK inhibitor: 4%

How did O=[N+]([O-])c1nccn1CO[C@@H](CO)[C@H](O)CO do in these assays?
TbPYK inhibitor: 4%

Results for Cc1ccc(-c2ccc3c(c2)O[C@H](CN(C)C(=O)Nc2ccc(C(F)(F)F)cc2)[C@H](C)CN([C@H](C)CO)S3(=O)=O)cc1 ?
TbPYK inhibitor: 2%

How did CCCS(=O)(=O)NC(=O)C1(C)CCCN(C(=O)c2ccc(F)c(Cl)c2)C1 (stereo unspecified) do in these assays?
TbPYK inhibitor: 0%

What do the screens show for `COc1ccc(CNC(=O)Nc2nc(C(N)Cc3ccc(F)cc3)cs2)cc1` (stereo unspecified)?
TbPYK inhibitor: -10%

How did Cc1cccc(-c2ocnc2C(=O)Nc2ncc(C)s2)c1 do in these assays?
TbPYK inhibitor: 4%

Overlap with the part before: 2 entries, then new ones.
What do the screens show for `COc1ccc(CNC(=O)Nc2nc(C(N)Cc3ccc(F)cc3)cs2)cc1` (stereo unspecified)?
TbPYK inhibitor: -10%

How did Cc1cccc(-c2ocnc2C(=O)Nc2ncc(C)s2)c1 do in these assays?
TbPYK inhibitor: 4%

Results for CC1CCCN(S(=O)(=O)c2cccc(C(=O)NCCCN3CCCC3=O)c2)C1 (stereo unspecified) ?
TbPYK inhibitor: 0%

Results for CC(=O)N1CCC[C@@]2(CCN(C(=O)Nc3ccccc3)C2)C1 ?
TbPYK inhibitor: -6%

How did COc1ccc(CNCC(O)COc2ccc3[nH]c(=O)ccc3c2)cc1OC (stereo unspecified) do in these assays?
TbPYK inhibitor: -6%

Results for CC1(C(=O)Nc2cnc3ccccc3c2)CCN1Cc1cc2ccccc2o1 (stereo unspecified) ?
TbPYK inhibitor: 6%

How did Cc1cc(C(O)c2ncc(-c3ccccc3Cl)[nH]2)ccc1F (stereo unspecified) do in these assays?
TbPYK inhibitor: 7%

Results for CC(C)CN(C(=O)CSc1nc2ccccc2[nH]1)c1c(N)n(Cc2ccccc2)c(=O)[nH]c1=O ?
TbPYK inhibitor: -7%

What do the screens show for `O=C(NCc1ccccc1)[C@@H]1CCCN1C(=O)[C@@H]1CCCN1C(=O)c1cccs1`?
TbPYK inhibitor: -5%

Results for COc1ccc(C(C)(O)c2nc(-c3ccc4ccccc4c3)cs2)cc1 (stereo unspecified) ?
TbPYK inhibitor: -1%

What do the screens show for `CCNC(=O)C1CCCN(C(=O)c2ccc3snnc3c2)CC1` (stereo unspecified)?
TbPYK inhibitor: 1%

What do the screens show for `CCc1ccccc1NC(=O)CN1CCN(C(=O)c2cc(C3CC3)nn2-c2ccccc2)CC1`?
TbPYK inhibitor: 2%

Results for NC(=O)c1cccc(-c2ccnc3c2CC(C(=O)NCCc2ccccc2)O3)c1 (stereo unspecified) ?
TbPYK inhibitor: -8%

What do the screens show for `COc1ccc(C(=O)N2CCC3(CCN(Cc4cc(C(F)(F)F)cc(C(F)(F)F)c4)CC3)CC2)cc1`?
TbPYK inhibitor: 0%

What do the screens show for `CCCNC(=O)C1(C)CCCN(Cc2c3ccccc3nn2C)C1` (stereo unspecified)?
TbPYK inhibitor: 1%

Results for COc1ccc([C@H]2N[C@]3(CCCN(Cc4ccc(C)cc4)C3=O)[C@H]3C(=O)N(C)C(=O)[C@@H]23)cc1 ?
TbPYK inhibitor: 6%

How did CC(=O)Nc1cccc(-c2ccnc3c2CC(C(=O)Nc2ccccc2)O3)c1 (stereo unspecified) do in these assays?
TbPYK inhibitor: 7%

How did CN(C)CCCNc1nc2cc(-c3cccc(Cl)c3)sc2c(=O)n1C do in these assays?
TbPYK inhibitor: 4%

How did COc1ccccc1-c1n[nH]nc1C1=CC(=O)C[C@H](c2ccc(F)cc2)C1 do in these assays?
TbPYK inhibitor: -2%

What do the screens show for `CCCCCC(=O)N1C[C@@H](O)[C@H](n2cc(C3CC3)nn2)C[C@@H]1c1ccc(C)cc1`?
TbPYK inhibitor: 4%

What do the screens show for `COc1ccc(-c2coc3c(C(=O)NC4CCCCC4)cccc23)c(C)c1`?
TbPYK inhibitor: 0%

How did O=C(O)C(=O)Nc1cccc(C2=NN=N[N]2)c1 do in these assays?
TbPYK inhibitor: 0%

What do the screens show for `Cn1c(=O)c2c(ncn2CC(=O)OCC(=O)c2ccc(OC(F)F)cc2OC(F)F)n(C)c1=O`?
TbPYK inhibitor: -3%

What do the screens show for `COC(=O)C[C@H]1C[C@H]2c3cc(NC(=O)NC4CCCC4)ccc3O[C@H]2[C@@H](CO)O1`?
TbPYK inhibitor: -10%

Results for CCC(C)[C@H]1CNC(=O)C(=O)N1CC(C)(C)C (stereo partly specified) ?
TbPYK inhibitor: 2%

Results for CC(=O)Nc1ccc(S(=O)(=O)NCC(=O)OCC(=O)NCCc2ccccc2)cc1 ?
TbPYK inhibitor: -6%

How did CC1(C(=O)NS(=O)(=O)c2ccc(Cl)cc2)CCN1C(=O)C1(c2ccc(Cl)cc2)CC1 (stereo unspecified) do in these assays?
TbPYK inhibitor: -6%

Results for COc1cc(NC(=O)c2cccc3c(-c4cnn(C)c4)coc23)cc(OC)c1OC ?
TbPYK inhibitor: 0%

What do the screens show for `CCN(CCO)c1ccc(Nc2cc(-c3ccc(-c4ccccc4)cc3)ncn2)cc1`?
TbPYK inhibitor: -4%

Results for O=C(CN1CCN(C(=O)CCC(=O)N2CCC(c3ccccc3)=N2)CC1)Nc1cccc(F)c1 ?
TbPYK inhibitor: 4%

How did CCCS(=O)(=O)NC(=O)C1(C)CCCN(C(=O)COCc2ccccc2)C1 (stereo unspecified) do in these assays?
TbPYK inhibitor: 2%

What do the screens show for `N#Cc1cccc(NC(=O)N2CCC3(CC2)CCN(C(=O)c2cnccn2)CC3)c1`?
TbPYK inhibitor: -12%

Results for COc1ccc(NC(=O)C2Cc3c(-c4ccncc4)ccnc3O2)cc1OC (stereo unspecified) ?
TbPYK inhibitor: 4%

Results for Nc1[nH]c(C(=O)c2ccccc2)c(-c2ccc(Cl)cc2Cl)c1C(=O)c1ccc(Cl)c(Cl)c1 ?
TbPYK inhibitor: -11%

Results for COCCNC(=O)C1CCCN(C(=O)C2(c3ccc(Cl)cc3)CCCC2)CC1 (stereo unspecified) ?
TbPYK inhibitor: 0%

Results for CCNC(=O)Nc1cc(S(=O)(=O)N2CCOCC2)ccc1N1CCCCC1 ?
TbPYK inhibitor: -7%

Results for Cn1nnnc1Sc1ncnc2scc(-c3cccc(Br)c3)c12 ?
TbPYK inhibitor: -1%

How did Cc1cccc(NC(=O)c2nc[nH]c2C(=O)N[C@@H](C)CO)c1 do in these assays?
TbPYK inhibitor: 3%

What do the screens show for `COc1ccc(-c2nc3cc(C)c(Br)c(C)n3c2CC(C)(C)C)cc1OC`?
TbPYK inhibitor: 1%

What do the screens show for `Cn1cccc1C(=O)N1CCC[C@@]2(CCN(Cc3cc(C(F)(F)F)cc(C(F)(F)F)c3)C2)C1`?
TbPYK inhibitor: -5%

Results for COc1cccc(COC(=O)C(Cc2ccccc2)NC(=O)c2ccco2)c1 (stereo unspecified) ?
TbPYK inhibitor: -9%

How did O=C(O)C(=Cc1ccccc1Cl)c1ccccc1 do in these assays?
TbPYK inhibitor: -2%

How did C#CCN(C[C@@H]1[C@@H](OC(=O)Nc2c(C)noc2C)[C@@H](OC(=O)Nc2c(C)noc2C)Cn2c(=O)n(CCCCCC)c(=O)n21)S(=O)(=O)c1ccc(C)cc1 do in these assays?
TbPYK inhibitor: 4%

How did COc1ccc([C@H]2N[C@]3(CCCN(Cc4ccc(Br)cc4)C3=O)[C@H]3C(=O)N(C)C(=O)[C@@H]23)cc1 do in these assays?
TbPYK inhibitor: 3%

How did COc1cc(CC(C)N)cc(OC)c1OC (stereo unspecified) do in these assays?
TbPYK inhibitor: -7%[157 µM]

How did COc1cccc(C(=O)N2CCC[C@H]2C(=O)N2CCC[C@H]2C(=O)NCc2ccccn2)c1 do in these assays?
TbPYK inhibitor: 4%

Results for Cc1ccccc1S(=O)(=O)N1C[C@H]2[C@H]3C(=O)N(c4ccccc4)C(=O)[C@H]3CC(=O)[C@H]2[C@@H]1c1ccc(Cl)cc1 ?
TbPYK inhibitor: 3%

Results for COc1ccccc1S(=O)(=O)N(C)C[C@H]1OCc2cnnn2CCCC(=O)N([C@H](C)CO)C[C@@H]1C ?
TbPYK inhibitor: 6%

What do the screens show for `CCCCCCN1C[C@@H](O)[C@H](n2cc(-c3ccc(F)cc3)nn2)C[C@@H]1c1ccc(OC)cc1`?
TbPYK inhibitor: -10%

What do the screens show for `COC(=O)c1ccc(C(=O)N2CCCCCC2(C)C(=O)NC(C)C)cc1` (stereo unspecified)?
TbPYK inhibitor: -4%

How did CN(Cc1ccccc1)C(=O)CN1CCN(S(=O)(=O)c2ccccc2F)CC1 do in these assays?
TbPYK inhibitor: 2%

What do the screens show for `Cc1cccc(-n2cnc3cc(C(=O)NCC4CCCO4)ccc32)c1` (stereo unspecified)?
TbPYK inhibitor: -2%

How did CC[C@@H]1Cc2[nH]c(=O)[nH]c(=O)c2[C@H](c2ccc(Cl)cc2)O1 do in these assays?
TbPYK inhibitor: 2%

How did COc1ccc(CN(CCCn2cnc3c(OC)ncnc32)CCCn2cnc3c(OC)ncnc32)cc1 do in these assays?
TbPYK inhibitor: 2%

What do the screens show for `Cn1c(=O)c2cc(NC(=S)NCc3ccccc3F)ccc2n1Cc1cccc(C(F)(F)F)c1`?
TbPYK inhibitor: -3%

What do the screens show for `COc1cc(F)ccc1-c1cc(C(=O)NCc2cccc(Cl)c2)[nH]n1`?
TbPYK inhibitor: 8%

What do the screens show for `CCNC(=O)c1cc2c(c(-c3cccc(-c4ccccc4F)c3)n1)[C@H](CCO)N(C(=O)CC)C2`?
TbPYK inhibitor: 4%

What do the screens show for `COCCCNC(=O)c1cccc2c(-c3ccc(O)c(OC)c3)coc12`?
TbPYK inhibitor: -9%

How did COC(=O)c1ccc2nc(-c3ccc(Cl)cc3)c(CC3CCCCC3)n2c1 do in these assays?
TbPYK inhibitor: -1%

Results for COc1ccc(-c2ccc(C(=O)Nc3cccc(N(C)C)c3)c3occc23)c(C)c1 ?
TbPYK inhibitor: 4%

Results for Cc1noc(C)c1-c1ccc(C(=O)Nc2ccc(C(C)C)cc2)c2occc12 ?
TbPYK inhibitor: -4%

How did COc1ccc(CNC(=O)Nc2nnc([C@H]3C[C@H](O)[C@@H](CO)O3)s2)cc1 do in these assays?
TbPYK inhibitor: 1%

What do the screens show for `COCC(=O)N1CCC2(CC1)CCN(C(c1ccccc1)c1ccccc1)CC2`?
TbPYK inhibitor: -9%

How did Cc1ccc(S(=O)(=O)N2C[C@H]3n4c(=O)ccc(=O)n4C[C@H](OC(=O)Nc4c(C)noc4C)[C@@]3(O)C2)cc1 do in these assays?
TbPYK inhibitor: -4%

Results for O=C(NCC1=C(c2cccc3ccccc23)C[C@@H]2CC[C@H]1N2Cc1ccco1)c1cccs1 ?
TbPYK inhibitor: 0%

Results for N#Cc1ccc(CN2CCC3(CCNCC3)CC2)cc1 ?
TbPYK inhibitor: 5%

What do the screens show for `CC(=O)Nc1ccc(CN(C)c2c(C)nc3ccc(C(=O)N4CCN(c5ccccc5)CC4)cn23)cc1`?
TbPYK inhibitor: -9%

How did CCC(=O)N1CCC1(C)C(=O)Nc1cnc2ccccc2c1 (stereo unspecified) do in these assays?
TbPYK inhibitor: 0%

What do the screens show for `CC1(C(=O)NS(=O)(=O)c2cccc(C#N)c2)CCN1C(=O)CC1CCCCC1` (stereo unspecified)?
TbPYK inhibitor: -1%

Screens as filed in PubChem BioAssay.
